# BCLXL inh – Bcl-xL (human) inhibition. AID 2129. inhibition, % at 10.9 µM. Q07817. actives 0.7% (n = 320,000). GST-Bcl-xL / FITC-Bim BH3 peptide fluorescence polarization;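 active = inhibition above the mean of all tested compounds plus 3 SD, cutoff set per campaign, cut at about 30% in these data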;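 note: 0% = DMSO wells and 100% = unlabeled Bim-BH3 peptide competitor; inhibitors lower millipolarization by displacing the labeled peptide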
# Target sequence (Q07817 whole entry, looked up): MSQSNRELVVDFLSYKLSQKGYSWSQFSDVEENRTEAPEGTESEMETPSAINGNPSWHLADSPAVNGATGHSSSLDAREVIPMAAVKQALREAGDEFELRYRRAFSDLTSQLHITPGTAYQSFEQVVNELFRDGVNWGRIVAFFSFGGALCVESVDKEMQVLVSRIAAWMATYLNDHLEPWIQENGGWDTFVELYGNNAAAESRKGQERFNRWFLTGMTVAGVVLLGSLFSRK
# ZTA DNA inh – ZTA (EBV) inhibition in EBNA-1 counter-screen | P03206 | ZTA-DNA binding, fluorescence polarization | inhibition, % at 11 µM | actives 0.15% (n = 320,000); in the data active = inhibition above about 33%
# Target sequence (P03206 whole entry, looked up): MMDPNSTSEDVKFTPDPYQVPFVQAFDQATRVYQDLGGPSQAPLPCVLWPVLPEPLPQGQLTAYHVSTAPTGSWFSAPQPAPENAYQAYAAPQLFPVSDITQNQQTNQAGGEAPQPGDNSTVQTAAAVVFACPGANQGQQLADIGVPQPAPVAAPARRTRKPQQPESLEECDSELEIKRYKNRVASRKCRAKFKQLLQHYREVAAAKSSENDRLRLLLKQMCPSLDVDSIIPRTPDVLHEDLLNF
# GLD-1 TGE inh – GLD-1-TGE RNA interaction inhibition (C. elegans). inhibition, % at 5.96 µM. AID 2280. actives 0.44% (n = 320,000). Q17339. purified GLD-1 + fluorescein TGE RNA, fluorescence polarization;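 active = percent inhibition above a per-plate cutoff, the plate mean of test compounds plus 3 SD, cut at about 30% in these data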;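 note: 0% = DMSO wells with GLD-1 and probe and 100% = wells lacking GLD-1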
# MEX-5 binding – C. elegans MEX-5 TCR-2 RNA binding activity | MEX-5/FITC-TCR2 RNA binding, fluorescence polarization; hits give low values | AID 1832 | actives 0.38% (n = 300,000) | activity score (negative = inhibition of binding), % at 10 µM | Q9XUB2;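 active = inhibition past about -25% in most replicates, and total fluorescence under double the plate's negative control median, limit read from the data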;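 note: 0% = DMSO and -100% = 5 µM competing unlabeled TCR2 RNA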
# CR mimetic SO – lowers age-related superoxide in aged yeast cells. S. cerevisiae aged cells, superoxide DHE fluorescence; hits give low values. superoxide response (% of plate mean), % at 10 µM. actives 0.18% (n = 330,000);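 active = superoxide response under a set limit, about three screen SD below normal, cut at about 65% in these data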;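 note: yeast aged for seven days with compound at 30 °C before DHE staining; 100% = average MFI of all compound-treated wells on the plate with controls excluded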
# Fam108B inh – counter-screen for RBBP9 inhibitors: inhibitors of mouse Fam108B. AID 1947. recombinant Fam108B, FP-Rh probe fluorescence polarization. inhibition, % at 9.51 µM. actives 0.33% (n = 300,000);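 active = inhibition above the screen mean inhibition plus 3 SD, computed separately per campaign, cut at about 18% in these data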;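 note: inhibitors lower polarization as less probe binds the enzyme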
# MCL1 BIM primary – MCL1-BIM-BH3 interaction inhibition (human); GST-MCL1 / FITC-Bim-BH3 fluorescence polarization; Q07820; inhibition, % at 10.9 µM; actives 0.68% (n = 320,000);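 active = inhibition above the mean inhibition of all tested compounds plus 3 SD, set per campaign, cut at about 40% in these data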;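 note: 0% = DMSO wells and 100% = unlabeled Bim-BH3 peptide control; higher means more loss of mP so more displacement of Bim peptide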
# Target sequence (Q07820 whole entry, looked up): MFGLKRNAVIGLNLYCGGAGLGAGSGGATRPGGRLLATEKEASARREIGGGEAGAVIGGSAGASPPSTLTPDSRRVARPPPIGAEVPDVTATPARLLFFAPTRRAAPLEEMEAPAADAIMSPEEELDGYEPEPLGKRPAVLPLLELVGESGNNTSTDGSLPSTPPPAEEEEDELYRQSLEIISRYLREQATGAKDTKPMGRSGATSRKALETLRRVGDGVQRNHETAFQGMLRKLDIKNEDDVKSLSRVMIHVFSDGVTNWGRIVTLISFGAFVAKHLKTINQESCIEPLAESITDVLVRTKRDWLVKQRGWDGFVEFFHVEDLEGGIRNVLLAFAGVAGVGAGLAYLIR
# Efflux pump inh – antifungal efflux pump inhibition, Nile Red retention; inhibition, % at 10 µM; AID 485275; S. cerevisiae Candida pump triplex; actives 0.44% (n = 330,000);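 active = plate passing quality check with inhibition over a set limit, or well fluorescence over plate mean plus 4 SD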;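 note: Nile Red retained in pooled yeast measured as flow cytometry median fluorescence; 0% = buffer negative control and 100% = Enniatin B positive control; higher means more Nile Red kept so more efflux inhibition; some compounds called inactive have numbers as strong as hits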
# EBNA-1 inhibitor – blocks EBNA-1 binding to DNA; EBNA-1 DNA binding, fluorescence polarization; actives 0.34% (n = 300,000); inhibition, % at 14.8 µM; in the data active = inhibition above about 28%
# Numbers without * were called inactive; / = no result given.
SMILES,BCLXL inh,ZTA DNA inh,GLD-1 TGE inh,MEX-5 binding,CR mimetic SO,Fam108B inh,MCL1 BIM primary,Efflux pump inh,EBNA-1 inhibitor
NNc1nc(NCc2ccccc2)nc(N2CCOCC2)n1,-2,-12,-6,3.0,93,-1,-1,0.0,2
Clc1cc(Br)ccc1OCCCn1ccnc1,4,-4,0,-3.5,103,4,3,0.4,-12
C=CCOc1ccc(-c2n[nH]c(=S)o2)cc1,-29,-3,1,/,95,-3,-24,-0.1,6
CC(C)COC(=O)Cc1c(O)c2ccccc2[nH]c1=O,-4,-3,-1,-2.5,104,4,-2,0.1,-4
Cc1ccccc1OCCOc1cccc(/C=N/NC(=O)Cc2nnc(N)s2)c1,-1,18,-8,-1.2,114,1,6,0.3,-10
O=C(Nc1cccc(C(=O)O)c1)Nc1ccccc1Cl,0,8,2,-1.3,95,-2,-7,0.5,2
CCOc1ccc(S(=O)(=O)Nc2cc(C)ccn2)c2ccccc12,5,4,6,-0.4,86,-1,6,-0.1,7
O=C(/C=C/N1CCOCC1)c1coc2ccccc12,-21,-8,-30,3.9,98,-6,-22,-0.1,-3
O=C(Nc1ccc([N+](=O)[O-])cc1)C(Cc1ccccc1)N1C(=O)c2cccc3cccc(c23)C1=O (stereo not drawn),0,-6,0,-1.1,98,-7,3,-0.1,2
CCOP(=O)(OCC)c1nc(-c2ccccc2)oc1N1CCCCC1,2,-21,6,1.0,90,5,5,0.0,-9
CCc1c(C)sc(NC(=O)c2cc(C)on2)c1C#N,0,7,2,2.4,92,-2,5,-0.2,-4
CC(=O)Nc1ccc(S(=O)(=O)N(C)CC(=O)OCC(=O)c2ccc3c(c2)NC(=O)CO3)cc1,-2,-5,1,/,96,/,0,0.0,/
c1ccc(-c2cc3c(-n4cccc4)ncnc3o2)cc1,7,-18,1,-0.3,98,0,8,-0.1,-9
O=C(CN(Cc1ccccc1)S(=O)(=O)c1ccc(Br)cc1)NCC1CCCO1 (stereo not drawn),1,9,2,-1.3,80,0,-1,-0.1,11
COc1cccc(CNS(=O)(=O)c2ccc3c(c2)C(C)(C)C(=O)N3C)c1,5,7,0,-2.6,92,-1,0,0.0,8
CC(C)(C)c1ccc(OCC(O)CN(CCO)CC(O)Cn2ccc3ccccc32)cc1 (stereo not drawn),8,14,5,1.7,109,2,5,0.2,-10
O=C(COc1ccccc1)Nn1c(-c2ccccc2)nc2ccccc2c1=O,5,14,3,2.2,110,-2,-2,-0.3,-8
COc1ccc(C2CC(c3ccccc3)=NN2C(=O)COC(=O)c2cc(S(=O)(=O)N3CCOCC3)ccc2F)cc1 (stereo not drawn),-3,-7,2,1.6,92,-3,-17,0.0,11
CCn1c(=O)c([N+](=O)[O-])c(NCCCn2ccnc2)c2ccccc21,3,-4,0,-13,101,1,-4,-0.1,4
O=C(COC(=O)c1c[nH]c2ccccc12)NC1CCCCC1,-3,0,2,/,87,/,-2,0.1,/
Cc1ccc(NC(=O)c2ccco2)cc1NC(=O)CSc1nnc(-c2cccs2)n1C,3,5,7,3.2,102,2,5,-0.1,8
Cc1ccc(CNS(=O)(=O)c2ccc3c(c2)OCCO3)cc1,4,11,5,-2.2,89,5,1,-0.2,10
CCC(C)NS(=O)(=O)c1ccc(OCC(=O)NCc2ccc3c(c2)OCO3)cc1 (stereo not drawn),1,10,0,-0.1,99,6,5,0.0,-2
Cc1cccc(C(C(=O)NC2CCCC2)N(C(=O)c2csnn2)C2CCCC2)c1 (stereo not drawn),4,0,3,-0.4,107,3,8,-0.1,6
O=C(N/N=C/c1ccccn1)c1ccc(Cl)c(Cl)c1,3,-3,8,2.0,99,0,12,-0.1,-9
# More structures.
SMILES,BCLXL inh,ZTA DNA inh,GLD-1 TGE inh,MEX-5 binding,CR mimetic SO,Fam108B inh,MCL1 BIM primary,Efflux pump inh,EBNA-1 inhibitor
COc1ccc(C(=O)NCc2cn3cccc(C)c3n2)cc1OC,3,-5,4,2.0,96,-5,0,0.0,8
Cn1cc(CN2CCN(CCO)CC2)c(-c2ccc(Oc3ccccc3)cc2)n1,2,12,7,2.1,86,-1,-5,0.2,5
O=C(NN1C(=O)/C(=C/C=C/c2ccccc2)SC1=S)c1ccncc1,-50,8,-47,5.5,111,-5,-79,0.1,-16
CC1CC(C)CN(S(=O)(=O)N2CCCC(C(=O)NCCc3ccc(Cl)cc3)C2)C1 (stereo not drawn),2,-13,-1,-0.3,112,-8,-6,0.0,-2
CCCC(=O)Nc1c(-c2cccs2)c(=O)c2ccccc2n1CC,-1,1,0,-2.8,85,-4,4,0.3,0
Cc1oc(-c2cc(F)ccc2F)nc1CN1CCN(c2cnccn2)CC1,5,4,5,-0.3,110,3,1,-0.1,1
O=C(c1ccc2nc(N3CCCCC3)sc2c1)N1CCN(Cc2ccc3c(c2)OCO3)CC1,1,-6,5,-0.3,103,1,-3,0.1,-1
Cc1cc([N+](=O)[O-])ccc1NC(=O)C[n+]1ccc(N(C)C)cc1,13,1,2,1.9,96,-1,4,0.1,5
CC(=O)c1nn(-c2ccccc2)cc1C(=O)c1ccc(C)cc1,3,11,4,-1.5,91,-1,3,0.0,-8
Cc1ccc(-n2c(SCC(=O)NC3CCCCC3)nc3c(c2=O)SCC3)cc1,1,-2,-4,2.2,98,7,4,0.0,2
COC(=O)c1sc2nc(N3CCCCC3)c3c(c2c1N)CCCC3,4,-4,-3,-0.7,106,1,3,0.1,-26
O=C(O)CC(Cn1cnnn1)c1ccccc1 (stereo not drawn),-1,-2,2,0.0,110,0,-3,-0.1,-7
O=C(c1ccccc1)c1cc[n+]([O-])cc1,5,4,8,-0.9,95,-1,10,0.0,-4
CCCOc1ccc(NC(=O)CC2C(=O)N(CC)C(=S)N2CCNC(C)=O)cc1 (stereo not drawn),2,1,-1,/,94,1,2,0.0,-8
C=CCN(C(=O)Cn1c(C(=O)OC)cc2oc(C)cc21)c1ccccc1,4,4,-15,0.0,107,6,6,-0.2,8
Cc1ccc(-c2nc(CN(C)C(C3CC3)C3CC3)c(C)o2)cc1,-1,1,1,-1.0,99,1,5,0.0,-1
COc1ccccc1-c1nnc(SCC(=O)Nc2oc(C)c3c(C)n[nH]c(=O)c23)n1C,0,-1,1,-0.7,95,3,0,-0.1,7
Cn1nnnc1SCC(=O)N1CCN(C(=O)c2ccco2)CC1,0,6,-5,-0.3,103,-1,2,-0.1,1
O=C(CNc1cccc2ccccc12)N/N=C/c1ccc(C(=O)O)cc1,7,-5,6,-3.9,92,11,68*,0.1,-3
COc1ccc(S(=O)(=O)NCCSCc2cccs2)cc1,0,-23,4,0.4,99,-6,4,0.1,-1
Cc1ccc(-n2ncc(C(=O)N3CCN(C(=O)c4ccco4)CC3)c2C2CCN(C(=O)OC(C)(C)C)CC2)cc1C,2,7,-4,-1.0,102,0,-2,0.3,-9
COc1ccc(C2=C(C=Nc3c(C)n(C)n(-c4ccccc4)c3=O)C(c3ccccc3C)c3ccccc3O2)cc1OC (stereo not drawn),4,4,2,-1.8,95,-1,-10,0.0,-10
COC(=O)C1CN(C(=O)COc2ccc(Cl)c(C)c2)c2ccccc2O1 (stereo not drawn),-4,1,6,1.0,104,0,-5,0.2,-1
O=C(NNc1cccc(Cl)n1)c1ccccc1CC[N+](=O)[O-],5,2,2,-0.3,110,4,1,0.1,-4
C=CCNC(=O)NC(=O)COC(=O)c1ccccc1Sc1ccc(C(F)(F)F)cc1[N+](=O)[O-],4,-22,4,-2.3,100,1,0,-0.1,0
O=C(c1ccccc1)c1ccc(OCCCN2CCCC2)cc1,7,-2,2,0.0,94,6,6,0.1,1
CC(=O)c1ccc(OCC(=O)Nc2ccc(N3CCCCC3)cc2)cc1,-4,6,0,/,77,/,2,0.2,/
CC(C)(O)C#Cc1ccc(C(=O)N2CCN(c3ccc(F)cc3)CC2)cc1,8,-16,0,-3.7,94,7,4,-0.1,2
OCC[C@@H]1C[C@@H](O)[C@H](O)[C@@]2(CCCCO2)O1,8,-6,-3,-0.5,98,-2,2,0.1,-2
C=CCNC(=S)N/N=C(\C)c1ccc(-n2ccnc2)cc1,3,3,5,-4.4,82,-5,3,0.0,-18

# 17 of the compounds above, as tab-separated lines.
structure	BCLXL inh	ZTA DNA inh	GLD-1 TGE inh	MEX-5 binding	CR mimetic SO	Fam108B inh	MCL1 BIM primary	Efflux pump inh	EBNA-1 inhibitor
CCCOc1ccc(NC(=O)CC2C(=O)N(CC)C(=S)N2CCNC(C)=O)cc1 (stereo not drawn)	2	1	-1	/	94	1	2	0.0	-8
C=CCN(C(=O)Cn1c(C(=O)OC)cc2oc(C)cc21)c1ccccc1	4	4	-15	0.0	107	6	6	-0.2	8
Cc1ccc(-c2nc(CN(C)C(C3CC3)C3CC3)c(C)o2)cc1	-1	1	1	-1.0	99	1	5	0.0	-1
COc1ccccc1-c1nnc(SCC(=O)Nc2oc(C)c3c(C)n[nH]c(=O)c23)n1C	0	-1	1	-0.7	95	3	0	-0.1	7
Cn1nnnc1SCC(=O)N1CCN(C(=O)c2ccco2)CC1	0	6	-5	-0.3	103	-1	2	-0.1	1
O=C(CNc1cccc2ccccc12)N/N=C/c1ccc(C(=O)O)cc1	7	-5	6	-3.9	92	11	68*	0.1	-3
COc1ccc(S(=O)(=O)NCCSCc2cccs2)cc1	0	-23	4	0.4	99	-6	4	0.1	-1
Cc1ccc(-n2ncc(C(=O)N3CCN(C(=O)c4ccco4)CC3)c2C2CCN(C(=O)OC(C)(C)C)CC2)cc1C	2	7	-4	-1.0	102	0	-2	0.3	-9
COc1ccc(C2=C(C=Nc3c(C)n(C)n(-c4ccccc4)c3=O)C(c3ccccc3C)c3ccccc3O2)cc1OC (stereo not drawn)	4	4	2	-1.8	95	-1	-10	0.0	-10
COC(=O)C1CN(C(=O)COc2ccc(Cl)c(C)c2)c2ccccc2O1 (stereo not drawn)	-4	1	6	1.0	104	0	-5	0.2	-1
O=C(NNc1cccc(Cl)n1)c1ccccc1CC[N+](=O)[O-]	5	2	2	-0.3	110	4	1	0.1	-4
C=CCNC(=O)NC(=O)COC(=O)c1ccccc1Sc1ccc(C(F)(F)F)cc1[N+](=O)[O-]	4	-22	4	-2.3	100	1	0	-0.1	0
O=C(c1ccccc1)c1ccc(OCCCN2CCCC2)cc1	7	-2	2	0.0	94	6	6	0.1	1
CC(=O)c1ccc(OCC(=O)Nc2ccc(N3CCCCC3)cc2)cc1	-4	6	0	/	77	/	2	0.2	/
CC(C)(O)C#Cc1ccc(C(=O)N2CCN(c3ccc(F)cc3)CC2)cc1	8	-16	0	-3.7	94	7	4	-0.1	2
OCC[C@@H]1C[C@@H](O)[C@H](O)[C@@]2(CCCCO2)O1	8	-6	-3	-0.5	98	-2	2	0.1	-2
C=CCNC(=S)N/N=C(\C)c1ccc(-n2ccnc2)cc1	3	3	5	-4.4	82	-5	3	0.0	-18
